Screening data: PubChem, several laboratories
NFkB transloc inh: blocks IL-1B driven NFkB nuclear translocation in HUVEC cells; HUVEC IL-1B NFkB p65 nuclear translocation imaging; inhibition, % at 2 µM; hit rate 0.43% among 94,000; AID 796;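 active = inhibition above about 30% together with a positive call from visual inspection of the well image, limit read from the data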;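 note: nuclear over cytoplasmic p65 intensity ratio measured by imaging; 0% = IL-1B stimulated DMSO wells and 100% = unstimulated DMSO wells; values of inactives mirror those of a sister screen read the other way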
IL1B NFkB pot: enhances IL-1B driven NFkB nuclear translocation; hit rate 0.3% among 94,000; activation, % at 2 µM; AID 819; HUVEC IL-1B NFkB p65 nuclear translocation imaging;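 active = activation above 40%, about the mean plus 3 SD, also judged a hit on visual image review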;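 note: percent activation is computed from the nuclear over cytoplasmic p65 intensity ratio; values of inactives mirror those of a sister screen read the other way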
MRP resist rev: compounds reversing MRP-mediated drug resistance; AID 602; differential viability (reversal), % at 10 µM; H69AR cells + 2 uM doxorubicin, CellTiter-Glo, 72 h; hit rate 0.04% among 85,000;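 active = viability drop by adding the cancer drug above about 55%, with treated viability meeting a 40% cutoff, limit read from the data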;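 note: viability without doxorubicin minus viability with 2 µM doxorubicin for each compound; larger differential means the compound sensitizes cells more to doxorubicin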
PLAP inhibitors HTS: inhibition of human placental alkaline phosphatase – biochemical, luminescence, HTS (AID 690) | hit rate 0.08% among 96,000 | purified PLAP, luminescent substrate; higher % means a stronger effect | one-dose inhibition, % at 20 µM; IC50 in µM for titrated hits; in the data active = a potency from the dose series; inactive = the rest, 99 in 100 with inhibition below about 30%; note: strong numbers were not always called active
Bcl-B TR3 displacers: displacers of TR3 peptide from Bcl-B, primary screen, selectivity assay for Bfl-1 inhibitor project, biochemical, fluorescence polarization. FP displacement of FITC-TR3 peptide from Bcl-B; higher % means a stronger effect. displacement, % at 20 µM; hits with a dose series show IC50 in µM. hit rate 0.11% among 96,000. AID 748;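 active = displacement above 50% at 20 µM plus a fluorescence interference ratio under 1.5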;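 note: plate controls were wells without compound for no effect and wells lacking Bcl-B protein for full effect; a part of the inactive calls stands beside numbers as strong as those of hits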
MRP resist rev cytotoxicity: further read-out of MRP resist rev, marked with its call; viability, %; H69AR cells, CellTiter-Glo, 72 h; measured here: cytotoxicity without doxorubicin
MRP resist rev with doxorubicin: also measured in MRP resist rev; calls as there; viability, %; measured here: viability with 2 uM doxorubicin; hits give low values
NFkB transloc inh cell count 2 µM: also measured in NFkB transloc inh; calls as there; cell count; measured here: cells passing quality filter;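 raw number of nuclei counted in each imaged well without normalization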
IL1B NFkB pot cell count 2 µM: further read-out of IL1B NFkB pot, marked with its call; cell count; measured here: cells passing quality filter
Active calls of the source: *; . = not tested or not shown.

SMILES	NFkB transloc inh	NFkB transloc inh cell count 2 µM	IL1B NFkB pot	IL1B NFkB pot cell count 2 µM	MRP resist rev	MRP resist rev cytotoxicity	MRP resist rev with doxorubicin	PLAP inhibitors HTS	Bcl-B TR3 displacers
CC(C)c1nc2ccccc2c2nnc(SCC(=O)NCc3ccco3)n12	0	197	-1	197	16	88	73	5%	-3%
CCOc1ccc(-c2nnc3sc(COc4ccc(C)cc4)nn23)cc1	-19	78	19	78	-6	92	98	-26%	2%
Clc1ccc(Cn2ncc3c(N4CCCCC4)ncnc32)c(Cl)c1	-13	112	13	112	13	87	73	-4%	-6%
Cc1c(C(=O)Nc2nccs2)sc2nc(-c3cccs3)cc(C(F)(F)F)c12	9	171	-9	171	-14	36	50	2%	-28%
Cc1cc(=O)oc(C)c1C(=O)NC1CC(C)(C)NC(C)(C)C1	7	163	-7	163	7	90	83	.	.
CCc1cc(-c2n[nH]c(=S)n2N)n(C)n1	-8	161	8	161	.	.	.	8%	13%
CC(C)C(=O)N1CCN(c2nc(-c3ccccc3)c3c(c2C#N)CCCC3)CC1	9	63	-9	63	3	84	80	-58%	-47%
Cc1ccc(C(=O)NC(=S)NNC(=O)c2ccccc2[N+](=O)[O-])cc1	12	82	-11	82	-1	70	71	.	.
O=C(COc1cccc2ccccc12)N/N=C/c1ccc(Sc2nc3ccccc3s2)o1	-6	156	6	156	.	.	.	-22%	-27%
CN1/C(=C\C=Nc2ccc3ccccc3c2)C(C)(C)c2ccccc21	-14	177	13	177	.	.	.	-8%	-247%
CCN(CC)c1ccc2cc(-c3nc4ccccc4[nH]3)c(=O)oc2c1	-11	185	11	185	1	1	0	7%	50%
CCOc1ccc(CCNC(=O)COC(=O)c2cccnc2OCC)cc1OCC	23	172	-23	172	7	92	85	-58%	-4%
O=C(CCCOc1ccccc1)Nc1ccc(S(=O)(=O)N2CCOCC2)cc1	0	166	0	166	2	87	85	2%	-6%
COc1ccc(Cl)cc1N1Cc2ccccc2C1	-15	202	15	202	-5	100	105	-46%	-40%
COc1cccc(-c2cc(C(=O)Nc3cc(C)n(Cc4ccc(Cl)cc4)n3)no2)c1	.	.	.	.	-16	58	75	-6%	0%

In a second layout: entries from further up.
| molecule | NFkB transloc inh | NFkB transloc inh cell count 2 µM | IL1B NFkB pot | IL1B NFkB pot cell count 2 µM | MRP resist rev | MRP resist rev cytotoxicity | MRP resist rev with doxorubicin | PLAP inhibitors HTS | Bcl-B TR3 displacers |
| --- | --- | --- | --- | --- | --- | --- | --- | --- | --- |
| Cc1c(C(=O)Nc2nccs2)sc2nc(-c3cccs3)cc(C(F)(F)F)c12 | 9 | 171 | -9 | 171 | -14 | 36 | 50 | 2% | -28% |
| Cc1cc(=O)oc(C)c1C(=O)NC1CC(C)(C)NC(C)(C)C1 | 7 | 163 | -7 | 163 | 7 | 90 | 83 | . | . |
| CCc1cc(-c2n[nH]c(=S)n2N)n(C)n1 | -8 | 161 | 8 | 161 | . | . | . | 8% | 13% |
| CC(C)C(=O)N1CCN(c2nc(-c3ccccc3)c3c(c2C#N)CCCC3)CC1 | 9 | 63 | -9 | 63 | 3 | 84 | 80 | -58% | -47% |
| Cc1ccc(C(=O)NC(=S)NNC(=O)c2ccccc2[N+](=O)[O-])cc1 | 12 | 82 | -11 | 82 | -1 | 70 | 71 | . | . |
| O=C(COc1cccc2ccccc12)N/N=C/c1ccc(Sc2nc3ccccc3s2)o1 | -6 | 156 | 6 | 156 | . | . | . | -22% | -27% |
| CN1/C(=C\C=Nc2ccc3ccccc3c2)C(C)(C)c2ccccc21 | -14 | 177 | 13 | 177 | . | . | . | -8% | -247% |
| CCN(CC)c1ccc2cc(-c3nc4ccccc4[nH]3)c(=O)oc2c1 | -11 | 185 | 11 | 185 | 1 | 1 | 0 | 7% | 50% |
| CCOc1ccc(CCNC(=O)COC(=O)c2cccnc2OCC)cc1OCC | 23 | 172 | -23 | 172 | 7 | 92 | 85 | -58% | -4% |
| O=C(CCCOc1ccccc1)Nc1ccc(S(=O)(=O)N2CCOCC2)cc1 | 0 | 166 | 0 | 166 | 2 | 87 | 85 | 2% | -6% |

(more compounds)
SMILES	NFkB transloc inh	NFkB transloc inh cell count 2 µM	IL1B NFkB pot	IL1B NFkB pot cell count 2 µM	MRP resist rev	MRP resist rev cytotoxicity	MRP resist rev with doxorubicin	PLAP inhibitors HTS	Bcl-B TR3 displacers
CCn1c(SC)nnc1-c1nnc(SC)n1CC	-8	139	8	139	-1	90	91	6%	7%
Cc1sc2c(=O)n3c(nc2c1C(=O)NCCCN1CCOCC1)CCCCC3	-1	183	1	183	4	81	78	-54%	5%
CCCCn1c(SCC(=O)Nc2cccc(C)n2)nnc1-c1ccco1	-6	102	6	102	14	92	78	-76%	-5%
CSc1nnc(-c2ccccc2)n1N	8	122	-8	122	.	.	.	-7%	-15%
Cc1cccc2cc(C#N)c(N3CCCC3)nc12	-2	107	2	107	-50	100	150	-6%	3%
Cc1cc2nc3c(nc2cc1C)C1(C(=O)N(C)C)CCC3(C)C1(C)C (stereo not drawn)	-15	187	15	187	-20	70	90	-54%	-3%
Cc1cc(OCC(=O)Nc2ccc(N3CCCC3)cc2)cc(C)c1Cl	-2	101	2	101	-5	85	89	-56%	.
Cc1nnc(NC(=O)CSc2ncnc3scc(-c4ccccc4)c23)s1	-9	123	9	123	.	.	.	-6%	-4%
Cc1nnc(NC(=O)C2COc3ccccc3O2)s1 (stereo not drawn)	.	.	.	.	6	108	102	-23%	15%
Cc1ccc2[nH]c3c(c2c1)CN(C)CC3	8	87	-8	87	-3	86	89	.	.
CCS(=O)(=O)N1CCCC(C(=O)NCc2ccc(C)cc2)C1 (stereo not drawn)	11	101	-11	101	10	110	101	-12%	2%
O=C(CCC1COc2ccccc2O1)Nc1cccnc1 (stereo not drawn)	-8	141	8	141	-5	100	105	5%	1%
O=C(CCn1cccc1)NCc1ccccc1	-17	122	17	122	-2	93	95	-3%	-9%
Cc1cc(C(=O)NCc2ccco2)on1	-13	196	13	196	16	95	79	-24%	-5%
CN1CCN(CCCNC(=O)c2cn(C)c3ccc(S(=O)(=O)N(C)C)cc3c2=O)CC1	7	55	-7	55	6	98	93	-36%	-4%
CCOC(=O)c1cc(C#N)c(Oc2cccc(C(F)(F)F)c2)nc1-c1ccccc1	-18	131	18	131	.	.	.	0%	-5%
COc1ccc(NC2(c3ccc(Cl)cc3)C(=O)c3ccccc3C2=O)cc1	5	151	-5	151	.	.	.	-3%	-1%
Cc1ccccc1NS(=O)(=O)c1ccc(NC(=O)c2ccco2)cc1	-13	142	13	142	-6	87	93	19%	-3%
CCCN(CCC)C(=O)CSc1nc2ccsc2c(=O)n1NC(=O)c1ccccc1	11	181	-11	181	2	90	88	-6%	3%
CC(C)(C)Cc1nc(-c2ccc(Cl)cc2)no1	-6	174	6	174	14	99	85	1%	-2%
O=C(c1nn(Cc2ccccc2)c(=O)c2ccccc12)N1CCN(C/C=C/c2ccccc2)CC1	0	161	0	161	-18	31	49	-12%	-6%
Cc1ccc(Oc2ccc(S(=O)(=O)N3CCOCC3)cc2C(N)=O)c(-n2nc3ccccc3n2)c1	-2	111	2	111	-31	31	62	10%	8%
COC(=O)Nc1ccc(S(=O)(=O)N(C)C)cc1	4	89	-4	89	8	96	88	-2%	-12%
COc1ccc(Cl)cc1NC(=O)CC(C)=O	-4	128	4	128	3	90	87	-54%	3%
CCC1CCCCN1C(=O)Cn1c(=O)oc2ccccc21 (stereo not drawn)	16	162	-16	162	18	95	77	14%	-133%
CC(=O)Nc1ccc(Oc2ncccn2)c(Cl)c1	-18	148	18	148	2	84	82	12%	-4%
CCn1c(CNc2ccc(F)cc2)nnc1SCC(=O)OC1CCCCC1	2	94	-3	94	-2	89	91	-18%	2%
CCN(CC)CCCNC1CCS(=O)(=O)C1 (stereo not drawn)	-12	120	12	120	-3	88	91	21%	-13%
CC(C)c1ccc(C(=O)N(c2ccccn2)C(C)c2ccco2)cc1 (stereo not drawn)	-7	176	7	176	-2	78	81	-8%	-3%
C/C(=N\N=C1\NC(=O)CC(C(=O)O)S1)c1cccs1 (stereo not drawn)	9	191	-9	191	.	.	.	-10%	-1%

Taken from above:
Reading of Cc1c(C(=O)Nc2nccs2)sc2nc(-c3cccs3)cc(C(F)(F)F)c12 in MRP resist rev with doxorubicin: 50
Reading of O=C(COc1cccc2ccccc12)N/N=C/c1ccc(Sc2nc3ccccc3s2)o1 in PLAP inhibitors HTS: -22%

Continuation.
SMILES	NFkB transloc inh	NFkB transloc inh cell count 2 µM	IL1B NFkB pot	IL1B NFkB pot cell count 2 µM	MRP resist rev	MRP resist rev cytotoxicity	MRP resist rev with doxorubicin	PLAP inhibitors HTS	Bcl-B TR3 displacers
NS(=O)(=O)c1ccc(Nc2nc(-c3ccc(O)cc3O)cs2)cc1	-32	141	32	141	0	58	58	-82%	44%
CCc1c(C(=O)Nc2cc(C)ccc2OC)[nH]c(C)c1C(C)=O	-7	141	7	141	6	74	68	24%	-6%
CCOC(=O)N1CCN(C(=O)Nc2ccccc2Cl)CC1	-1	141	1	141	7	98	91	10%	-2%
CCCN(CCC)CCNC(=O)CS(=O)Cc1nc(-c2ccc(C)cc2)oc1C (stereo not drawn)	-2	84	4	84	15	92	77	-35%	-14%
CN(C)Cc1ccc(O)c(CCc2ccccc2)n1	7	159	-7	159	.	.	.	.	.
O=C(/C=C/c1ccc(Cl)cc1Cl)n1cccn1	12	156	-12	156	-7	42	49	-7%	-7%
CCOCC(=O)N1CCc2ccccc21	-6	150	6	150	.	.	.	14%	-3%
COc1ccc(-n2c(COc3cccc(C)c3)nnc2SCC(=O)NCc2ccco2)cc1	-13	172	13	172	7	96	89	-8%	-2%
CS(=O)(=O)N1CCC(C(=O)N2CCc3ccccc3C2)CC1	-17	143	17	143	13	94	81	10%	-10%
CC1CC(=O)c2cnc(NCc3ccco3)nc2C1 (stereo not drawn)	-6	167	6	167	5	89	84	0%	-8%
COC(=O)CC(NS(=O)(=O)c1cccs1)c1cccc2ccccc12 (stereo not drawn)	-3	106	3	106	.	.	.	-7%	-5%
Cc1ccc(C(=O)OCC(=O)Nc2ccc3c(c2)OCO3)cc1S(=O)(=O)N1CCOCC1	6	162	-6	162	17	102	85	11%	-2%
COC(=O)C1=C(C)N(c2ccc(C(=O)OC)cc2)C(=O)C1	23	101	-23	101	5	104	99	-37%	-6%
COC(=O)c1c(C)[nH]c(O)c1C=Nc1ccc(C(C)C)cc1	-5	142	5	142	.	.	.	-29%	0%
O=C(NC(=S)NCCN1CCOCC1)c1ccccc1Cl	-7	185	7	185	.	.	.	-7%	-6%
CCOC(=O)CN(C(=O)CSc1nnc(C)n1-c1ccccc1)c1ccccc1	-10	148	10	148	5	87	82	-40%	-1%
Cc1cc(C(=O)NCCC(c2ccccc2)c2ccccc2)c(C)o1	1	154	-1	154	.	.	.	-76%	-5%
CCOC(=O)c1c(Nc2ccccc2)sc(/C=C2\C=Nc3ccccc32)c1O	-9	152	9	152	-17	48	65	-10%	-293%
Nc1n[nH]c2c1C1(CCCCC1)Cc1ccccc1-2	.	.	.	.	1	97	95	-70%	4%

Not all compounds are listed. The share of hits here may be higher or lower than overall.
